Screening results from PubChem.
EPAC2 antagonist: qHTS for Antagonist of cAMP-regulated guanine nucleotide exchange factor 2 (EPAC2): primary screen; EPAC2 GEF exchange of Rap1B-BODIPY-GDP, fluorescence; Rap guanine nucleotide exchange factor 4 (Homo sapiens), Q8WZA2; AID 720708, 2013; Potency, µM (doses to about 114 µM), without a hit: at the top dose activity, negative = inhibition, actives largely listed as inhibitors; actives 0.18% (n = 360,000); also: potency is read from the fitted curve at half-maximal effect; % is scaled to controls: 0 for no effect and ±100 for the full control effect; nearly all actives have a fitted effect of over 45% in size; many of its hits are not listed in these tables
FUS suppressor: qHTS for Suppressors of FUS Proteinopathy: Primary screen using FUS-linked yeast assay; actives 0.24% (n = 390,000); Potency, µM (top dose mostly 76.6 µM), inactives show top-dose growth rescue (activation), usual class: activators; S. cerevisiae FUS-expressing, growth rescue, OD600, 24 h;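 also: potency is read from the fitted curve at half-maximal effect; plate controls were DMSO vehicle for no effect and reference control for full effect; nearly all actives have a fitted effect of over 55% in size; some results filed as inactive show a strong effect at the top dose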
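Toxicity suppression screen in FUS-yeast. Cells induced with 2% galactose, starting OD 0.005, treated 24hr at 30C with compounds at multiple final concentrations; growth by OD600.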
D3 ag: qHTS of D3 Dopamine Receptor Agonist: qHTS. D(3) dopamine receptor (Homo sapiens), P35462. D3R DiscoveRx beta-arrestin cells, luminescence, 90 min. max activation, %. actives 0.58% (n = 410,000). AID 652048, 2013; in the data active = max activation above about 30%; also: 0% is about no effect; mostly tested at two doses, the higher about 12 µM
Target sequence (P35462 whole entry, looked up): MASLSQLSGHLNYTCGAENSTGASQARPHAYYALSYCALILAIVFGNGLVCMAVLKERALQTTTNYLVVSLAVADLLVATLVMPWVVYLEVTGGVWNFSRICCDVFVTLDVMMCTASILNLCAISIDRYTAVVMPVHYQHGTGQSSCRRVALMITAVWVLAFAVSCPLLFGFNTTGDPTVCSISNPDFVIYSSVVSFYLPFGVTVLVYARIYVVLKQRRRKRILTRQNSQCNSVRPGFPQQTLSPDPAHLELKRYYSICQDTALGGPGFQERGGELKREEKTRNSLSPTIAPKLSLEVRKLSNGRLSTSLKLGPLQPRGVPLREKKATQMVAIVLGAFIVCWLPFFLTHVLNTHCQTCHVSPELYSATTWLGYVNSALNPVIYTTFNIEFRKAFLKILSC
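Agonist mode: compounds and dopamine controls were applied to plated cells for 90 min at 37 degrees C after an overnight attachment at 1500 cells/well. Luminescent read-out followed 30 - 60 minutes at room temperature with DiscoveRx detection reagent.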
EPAC2 ag: qHTS for Agonist of cAMP-regulated guanine nucleotide exchange factor 4 (EPAC2): primary screen; Rap guanine nucleotide exchange factor 4 (Homo sapiens), Q8WZA2; EPAC2 activation, biochemical qHTS; response scale: 100% = 6.5 mM cAMP response; Potency, µM (top dose mostly 154 µM), without a hit: at the highest dose activation, most hits filed as activators; actives 0.079% (n = 360,000); AID 720711, 2013; also: potency is read from the fitted curve at half-maximal effect; nearly all actives have a fitted effect of over 50% in size
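Setup: EPAC2 100 nM, labeled Rap1B complex 250 nM, free GDP 50 uM. Compound titrations pinned in, brief spin, 5 min room temperature incubation. Kinetic fluorescence read over 30 min, normalized to 6.5 mM cAMP.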
TDP-43 yeast inh: qHTS of TDP-43 Inhibitors; TDP-43 expressing yeast growth rescue, BacTiter-Glo, 24 h; Potency, µM (titrated, usually from 46.1 µM), without a hit: at the top dose growth rescue (activation), hits mostly activators; actives 1.8% (n = 410,000); also: potency is read from the fitted curve at half-maximal effect; % of control where 0% means no effect; nearly all actives have a fitted effect of over 50% in size
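Galactose-induced TDP-43 yeast, OD600=0.02, compound pinned; 24 hr, 30 deg C; BacTiter-Glo luminescence for growth. Inhibitors of TDP-43 toxicity read as activators.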
aSyn yeast inh: qHTS of alpha-syn Inhibitors | actives 0.14% (n = 370,000) | Potency, µM (highest dose often 46.1 µM), for inactives: at the top dose growth rescue (activation), usual class: activators | AID 652106, 2013 | Yeast expressing alpha-synuclein, growth rescue, BacTiter-Glo, 24 h; also: potency is read from the fitted curve at half-maximal effect; % of control where 0% means no effect; nearly all actives have a fitted effect of over 65% in size
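Readout is rescue of growth in alpha-synuclein-expressing yeast, so inhibitors of toxicity appear as activators. Growth after 24 hr at 30 deg C in galactose medium is quantified by luminescence.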
D3 antag: qHTS of D3 Dopamine Receptor Antagonist: qHTS | max response, negative = inhibition, % | D(3) dopamine receptor (Homo sapiens), P35462 | D3R cells, DiscoveRx beta-arrestin luminescence, antagonist mode; stronger effect = lower value | AID 652054, 2013 | actives 2.5% (n = 360,000); in the data active = max response below about -50%; inconclusive = no clear call, values can overlap the other calls; also: % is scaled to controls: 0 for no effect and ±100 for the full control effect; mostly tested at two doses, the higher about 12 µM
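Cells plated overnight at 1500 cells/well, then exposed to library compounds with dopamine controls for 90 minutes at 37 degrees C. DiscoveRx reagent added for 30–60 minutes at room temperature; luminescence read, quantitative HTS format.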
Abeta yeast res: qHTS for compounds that reverse cellular toxicity of Amyloid beta (A-beta) peptide in yeast: Primary Screen; AID 1347071, 2019; yeast expressing A-beta42, growth rescue, OD600, 48 h; response scale: 0% DMSO, 100% iron-clioquinol control; Potency, µM (series often up to 46.1 µM), for the others: at the highest dose growth rescue, hits mostly activators; actives 0.063% (n = 410,000); also: potency is read from the fitted curve at half-maximal effect; nearly all actives have a fitted effect of over 55% in size
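Yeast growth medium received pinned compounds, then yeast cells expressing toxic A-beta were added; plates incubated at 30 C for 48 hr. Growth read as absorbance at 600 nm, normalized to DMSO and equimolar FeCl3 plus clioquinol controls.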
* marks the source's active call; other numbers are inactive results; ? = inconclusive; . = not tested or not shown; [ ] = another dose, or the depositor's remark. Unless noted, calls follow the shape of the dose curve; as a rule, active = well fitted curve in the direction sought with a large enough effect; inconclusive = small, poorly fitted or top-dose-only effect, or another doubt; inactive = no such curve, though single readings can be large; an effect the other way counts as inactive or inconclusive. These rows are one share of the data; rates above refer to the full screens.

Fields – EPAC2 antagonist	FUS suppressor	D3 ag	EPAC2 ag	TDP-43 yeast inh	aSyn yeast inh	D3 antag	Abeta yeast res
1: CC(C)(C)/C(COc1ccccc1[N+](=O)[O-])=N/O
    ?	-50.1%[inhibitor]	-3.5	3.8%	?	12.4%	-15.4	12.0%
2: O=C(O)C1CC=CCC1C(=O)N1CCc2ccccc21 (stereo unspecified)
    -1.0%	18.9%	5.0	5.6%	-3.3%	0.3%	11.5	15.3%
3: COc1ccc(N(C(=O)c2ccc(S(=O)(=O)N3CCOCC3)cc2)C2C=CS(=O)(=O)C2)cc1 (stereo unspecified)
    -15.5%	14.3%	-4.3	-4.2%	-14.1%	-8.8%	-11.5	-4.7%
4: CCC(C)(C)c1ccc(OCCCC[n+]2cccc(C)c2C)c(C(C)(C)CC)c1
    -23.9%	?	-17.2	-7.0%	-74.6%[inhibitor]	-23.9%	16.7	-86.5%[inhibitor]
5: CC(C)CCN(C(=O)Cc1ccccc1F)c1c(N)n(Cc2ccccc2)c(=O)[nH]c1=O
    -0.1%	15.3%	-4.3	-3.2%	-6.3%[0.397 µM]	3.4%	-13.7	4.4%
6: O=C(COc1ccc(Cl)cc1)Nc1ccc(C(=O)NCc2cccnc2)cc1
    9.7%	3.5%	3.3	5.3%	0.0%	-6.9%	25.9	-10.8%
7: CCC(=O)N(Cc1cc2c(C)ccc(C)c2[nH]c1=O)C1CCCCC1
    12.9%[57.1 µM]	12.6%	-7.7	-51.0%[inhibitor]	-7.6%	9.4%	8.1	13.1%
8: Cc1ccc(C(=O)Nc2ccc(NC(=O)c3ccco3)c(C)c2)cc1
    -1.9%	-3.5%	-2.3	-3.3%	7.8%	-4.0%	-5.5	1.4%
9: CC1=CC(C)(C)N2C(=O)C3(C(C#N)=C(N)Oc4cc(O)ccc43)c3cccc1c32 (stereo unspecified)
    -21.7%	32.4%	-10.2	-12.4%	-5.4%	1.5%	-26.1	0.4%
10: COc1ccc2[nH]c3c(N4CCC(O)(c5cccc(C(F)(F)F)c5)CC4)ncnc3c2c1
    -20.1%	44.7%	7.2	9.5%	20.0%	-14.8%	-10.6	-56.9%[inhibitor]
11: COc1ccc(OC(C)C(=O)Nc2ccc([N+](=O)[O-])cc2)cc1 (stereo unspecified)
    -8.0%	-1.7%	-7.1	10.9%	5.2%	3.7%	3.6	-1.3%
12: COC(=O)[C@@]1(Cc2ccc(F)cc2)[C@H]2c3cc(C(=O)N(C)C)n(C[C@H](O)CO)c3C[C@H]2CN1C(=O)c1ccccc1
    -11.7%	18.3%	-4.3	1.8%	-1.0%	-0.5%	0.0	4.9%
13: Cc1onc(-c2ccccc2)c1C(=O)N1CCCN2C(=O)c3ccccc3C21 (stereo unspecified)
    0.6%	0.9%	0.7	11.8%	6.9%	-4.1%	10.1	1.7%
14: COc1ccc(CCNC(=O)C2CCN(C(=O)c3ccc(Br)cc3)CC2)cc1OC
    -12.6%	7.4%	-8.9	2.8%	24.1%	4.8%	21.2	-2.7%
15: CC(C)=CCOc1c2ccoc2c(OCC=C(C)C)c2oc(=O)ccc12
    -8.8%	0.2%	-0.1	18.5%	10.5%	3.3%	-4.0	2.9%
16: COc1ccc(CCNC(=O)CCCCn2c(=O)c3ccccc3n(CC(=O)Nc3ccccc3C)c2=O)cc1OC
    .	-1.0%	-5.4	.	21.6%	.	.	-11.0%
17: COc1ccc(/C=N/NC(=O)CCC(=O)Nc2ccccc2)cc1OC
    10.1%	-32.2%	-0.6	6.1%	3.4%	0.3%	?	-1.4%
18: CCN(C)C1CN(Cc2cn(Cc3ccc(OC)cc3)nn2)S(=O)(=O)C1 (stereo unspecified)
    5.2%	-10.5%	9.1	7.9%	17.8%	-2.5%	17.2	-7.4%
19: COc1ccccc1C(=O)NCCc1nc2ccccc2[nH]1
    4.3%	-5.4%	-14.5	2.9%	-7.8%	0.5%	0.0	-7.1%
20: O=C(Nc1ccn(Cc2ccccc2)n1)c1n[nH]c([N+](=O)[O-])c1Cl
    8.7%	.	5.8	5.1%	-9.8%	-5.9%	9.2	-6.2%
21: COC(=O)c1sccc1NS(=O)(=O)c1ccc(OC)cc1
    5.5%	3.0%	0.1	13.8%	-7.9%	12.8%	-5.0	-24.5%
22: COc1ccccc1-c1coc2c(CN3CCC(C)CC3)c(O)ccc2c1=O
    5.7%	39.0%	-2.2	7.0%	.	-0.8%	7.8	-0.7%
23: O=C(CN1CCCCC1)Nc1cc(Cl)ccc1Cl
    -2.0%	1.0%	-25.1	-0.8%	-14.2%	-8.8%	-20.3	11.0%
24: Cc1ccc(S(=O)(=O)Nc2cc(C(=O)O)ccc2N2CCCCC2)cc1
    -5.9%	-1.6%	8.9	-15.7%	0.7%	0.0%	9.9	-3.3%
25: COc1ccc(C(CNC(=O)COc2ccc(C)cc2)N2CCCCC2)cc1 (stereo unspecified)
    .	-16.4%	-26.7	.	6.7%	.	.	-3.6%
26: Cc1cccc(C(=O)OCC(=O)c2csc(N3CCCCC3)n2)c1[N+](=O)[O-]
    -5.0%	-6.0%	0.0	1.8%	?	-6.4%	19.7	-20.8%
27: Cc1ccc(NC(=O)CCc2c(C)nn(-c3ccc(N4CCCCC4)nn3)c2C)cc1
    0.7%	22.9%	-0.3	1.0%	-3.3%	4.5%	13.8	-15.4%
28: CC(=O)c1ccc(N2Cc3ccccc3C3(CCOCC3)C2=N)cc1
    19.2%	-15.0%	-13.0	1.4%	-5.2%	1.0%	-20.3	-8.0%
29: S=C(NCCc1ccc(Cl)cc1)Nc1ccc(Cl)cc1Cl
    1.0%	.	-7.8	20.7%	-48.7%[inhibitor]	-33.7%[inhibitor]	9.1	-84.1%[inhibitor]
30: COc1cccc(NC(=O)CN2C(=O)CSc3ccc(S(=O)(=O)N4CCC(C)CC4)cc32)c1
    -9.4%	43.5%	4.9	5.6%	-0.6%	-2.3%	0.2	8.5%

Next section; the last two above are carried over.
Fields – EPAC2 antagonist	FUS suppressor	D3 ag	EPAC2 ag	TDP-43 yeast inh	aSyn yeast inh	D3 antag	Abeta yeast res
29: S=C(NCCc1ccc(Cl)cc1)Nc1ccc(Cl)cc1Cl
    1.0%	.	-7.8	20.7%	-48.7%[inhibitor]	-33.7%[inhibitor]	9.1	-84.1%[inhibitor]
30: COc1cccc(NC(=O)CN2C(=O)CSc3ccc(S(=O)(=O)N4CCC(C)CC4)cc32)c1
    -9.4%	43.5%	4.9	5.6%	-0.6%	-2.3%	0.2	8.5%
31: O=C(Nc1cc(Br)ccc1O)c1cc(-c2ccc3c(c2)OCO3)on1
    ?	8.7%	-13.0	8.7%	-8.6%	-1.1%	0.5	-5.4%
32: Cc1ccc(C)c(Cn2c(=O)n(CCCC(=O)NCc3ccc4c(c3)OCO4)c(=O)c3sccc32)c1
    .	5.7%	-11.1	.	14.6%	.	.	7.9%
33: O=C(COC(=O)/C=C/c1ccc(Cl)cc1Cl)Nc1cc(C(F)(F)F)ccc1N1CCOCC1
    5.8%	-2.2%	0.5	-7.1%	-3.9%	-0.6%	-2.4	16.4%
34: COc1ccc(-c2coc3cc(OC)cc(OC)c3c2=O)cc1
    -13.9%	15.3%	-17.8	5.6%	?	?	?	-25.4%
35: CC(C)(C)OC(=O)CNC(=O)c1nc[nH]c1C(=O)N1CCc2ccccc2C1
    3.3%	-3.6%	9.6	4.8%	11.2%	0.0%	-20.2	-1.6%
36: CN(C(=O)COC(=O)c1ccccc1C(=O)c1ccccc1)c1ccccc1
    -4.8%	.	2.2	-7.9%	13.1%	0.6%	6.7	-5.8%
37: COCCOC1CCN(C(=O)c2cc(COc3ccc(-n4cncn4)cc3)on2)CC1
    6.5%	.	1.1	-3.4%	5.0%	-3.6%	-10.0	-17.8%
38: CSc1nc(N)nc2c1ncn2CC(=O)Nc1ccc(C)c(C)c1
    -0.6%	6.5%	14.3	3.6%	6.9%	-0.3%	13.5	3.9%
39: CCOc1ccccc1CN1CCCC(CNC(=O)Cc2ccc(OC)cc2)C1 (stereo unspecified)
    7.8%	-16.4%	-2.6	14.4%	6.9%	1.5%	-20.6	-3.8%
40: CCOc1cccc(/C=N/NC(=S)Nc2cc(S(=O)(=O)N3CCOCC3)ccc2N2CCOCC2)c1O
    -0.6%	.	2.8	-7.0%	38.0%	9.5%	7.3	?
41: COc1cc(C(=O)Oc2cc(C)[nH]c(=O)c2[N+](=O)[O-])cc(OC)c1OC
    3.9%	-17.7%	1.4	1.3%	15.4%	0.5%	19.6	14.8%
42: CS(=O)(=O)N1CCC(CO)(Cc2ccccc2C(F)(F)F)CC1
    -7.4%	1.8%	1.9	-2.4%	15.0%	10.5%	9.6	?
43: Cc1cc(C)n2nc(SCC(=O)Nc3cc(Cl)ccc3C)nc2n1
    .	-10.6%	8.4	.	19.0%	-5.3%	.	-13.1%
44: O=C(NCc1ccncc1)/C(=C/c1cccc([N+](=O)[O-])c1)NC(=O)c1ccccc1
    0.6%	6.3%	-1.9	7.5%	11.0%	-0.4%	-1.2	4.0%
45: CCc1nc2ccc(C(=O)NCCOc3ccc(OC)cc3)cn2c1N(C)Cc1cccs1
    -10.9%	16.2%	-7.3	0.8%	11.4%	-3.4%	12.2	-5.5%
46: CC1=C(C(=O)N(C(C)C)C(C)C)CC(CC(=O)NCc2cccs2)C(=O)N1Cc1ccccc1 (stereo unspecified)
    1.7%	-1.4%	-4.1	11.1%	?	-7.7%	-29.4	-5.2%
